AddAB inh = less growth of phage-infected E. coli with AddAB. E. coli expressing H. pylori AddAB, absorbance growth. inhibition, % at 11.9 µM. 330,000 compounds, 0.29% hits; in the data active means inhibition above about 12%;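 further: 0% = vehicle wells of infected cells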
PKA-R1A act = PKA-R1A complex activation; P00514+P68181; PKA-R1A dissociation, Cy5-IP20 fluorescence polarization; scaled: DMSO 0%, 113 µM cGMP 100%; activation, % at 11.4 µM; 340,000 compounds, 0.083% hits; AID 504707;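 active means percent activation above the mean of all tested compounds plus 3 SD, cut at about 19% in these data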;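 further: higher means more PKAc released from R1A so a rise in polarization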
DSG3 Ab inh = inhibitors of pemphigus antibody binding to human desmoglein-3; 310,000 compounds, 0.48% hits; AID 588358; DSG3-coupled beads, scFv-anti-DSG3-GFP binding, flow cytometry; hits give low values; binding (percent of control), % at 10 µM;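 active means binding more than 3 SD below its plate's average and above zero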;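 further: hits lower antibody fragment binding to DSG3; some compounds called inactive have numbers as strong as hits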
Target sequence (P32926 whole entry, looked up, the tested form may be a part): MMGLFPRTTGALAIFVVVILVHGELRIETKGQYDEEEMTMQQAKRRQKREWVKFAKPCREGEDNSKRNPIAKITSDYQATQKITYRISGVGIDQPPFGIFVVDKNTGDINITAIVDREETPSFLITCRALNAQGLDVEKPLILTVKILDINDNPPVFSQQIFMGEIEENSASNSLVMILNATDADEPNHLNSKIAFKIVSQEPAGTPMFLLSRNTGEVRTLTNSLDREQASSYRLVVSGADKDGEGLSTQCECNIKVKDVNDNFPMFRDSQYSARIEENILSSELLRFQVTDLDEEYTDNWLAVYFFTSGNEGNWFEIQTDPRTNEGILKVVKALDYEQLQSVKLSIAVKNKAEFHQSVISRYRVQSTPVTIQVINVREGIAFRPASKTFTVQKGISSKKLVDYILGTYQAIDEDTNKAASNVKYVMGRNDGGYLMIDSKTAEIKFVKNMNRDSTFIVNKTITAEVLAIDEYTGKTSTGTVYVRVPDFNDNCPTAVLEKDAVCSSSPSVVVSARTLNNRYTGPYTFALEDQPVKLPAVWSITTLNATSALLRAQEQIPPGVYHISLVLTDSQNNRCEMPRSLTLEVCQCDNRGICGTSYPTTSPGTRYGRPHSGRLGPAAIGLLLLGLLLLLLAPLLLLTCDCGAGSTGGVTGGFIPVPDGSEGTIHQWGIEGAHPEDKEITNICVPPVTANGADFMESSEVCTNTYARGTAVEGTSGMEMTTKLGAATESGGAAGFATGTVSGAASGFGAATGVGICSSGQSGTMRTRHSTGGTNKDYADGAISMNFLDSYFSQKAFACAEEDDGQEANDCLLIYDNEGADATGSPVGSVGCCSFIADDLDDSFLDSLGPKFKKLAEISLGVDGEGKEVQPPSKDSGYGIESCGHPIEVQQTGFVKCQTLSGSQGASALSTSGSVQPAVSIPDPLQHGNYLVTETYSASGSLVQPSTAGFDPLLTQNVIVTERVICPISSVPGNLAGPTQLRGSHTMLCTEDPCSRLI
phage Ecoli inh = E. coli growth loss with phage present. inhibition, % at 11.9 µM. 360,000 compounds, 0.26% hits. AID 651602. growth absorbance; in the data active means inhibition above about 11%
HTR5A ag = HTR5A agonism, opioid heterodimer counter-screen | P47898 | HTR5A agonist assay, luminescence, cell-based | activation, % at 9.3 µM | 340,000 compounds, 0.61% hits | AID 504692; in the data active means activation mostly above about 9.5%, no sharp cut-off; inactive means mostly below about 7.6%;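 further: 0% = cells with vehicle only and 100% = reference agonist; strong numbers were not always called active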
OPRM1-OPRD1 inv = inverse agonists of human mu-delta opioid receptor heterodimerization; P35372+P41143; cell-based MOR-DOR heterodimer luminescence, inverse agonism; inhibition, % at 9.3 µM; 340,000 compounds, 0.21% hits; in the data active means inhibition above about 22%, passing the limit was not always enough;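 further: 0% = cells with DMSO and 100% = wells without cells with DMSO; values of inactives mirror those of a sister screen read the other way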
SUMO Mot1 rescue = inhibitors of SUMOylation pathway: yeast Mot1-301 growth rescue. S. cerevisiae Mot1-301 growth rescue, ATP luminescence, 38.5C; percent above DMSO median, 100 means doubled. growth rescue, % at 18.8 µM. 320,000 compounds, 1% hits. AID 2716;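 active means every valid replicate shows activation above 250% relative to neutral control wells; inactive means the rest, any valid replicate at or below 250%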;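 further: OY570 slx delta 5 strain wells were the positive control but not used for scaling; some compounds called inactive have numbers as strong as hits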
PfHsp90 set2 = inhibits growth of yeast expressing Plasmodium falciparum Hsp90. S. cerevisiae expressing PfHsp90, BacTiter-Glo ATP, 48 h; yeast lacking PDR1 and PDR3 efflux regulators. inhibition, % at 9.4 µM. 310,000 compounds, 0.32% hits;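 active means every replicate shows inhibition above about 80%, whatever the replicate mean, limit read from the data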;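 further: 0% = DMSO neutral controls and 100% = 20 µM radicicol positive controls; yeast relying on Plasmodium falciparum Hsp90 in place of its own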
HTR5A inv ctr = inverse agonist of human HTR5A in OPRM1-OPRD1 counter-screen | inhibition, % at 9.3 µM | P47898 | 340,000 compounds, 0.083% hits | HTR5A cell line, luminescence, inverse agonism; in the data active means inhibition mostly above about 23%, no sharp cut-off; inactive means mostly below about 18%;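 further: 0% = cells with DMSO and 100% = no-cell wells with DMSO; some compounds called inactive have numbers as strong as hits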
OPRM1-OPRD1 ag = agonists of human mu-delta opioid receptor heterodimerization | 340,000 compounds, 0.3% hits | activation, % at 9.3 µM | cells, OPRM1-OPRD1 heterodimerization, luminescence | P35372+P41143; in the data active means activation above about 18%;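 further: 0% = vehicle-treated cells and 100% = reference agonist; values of inactives mirror those of a sister screen read the other way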
Ecoli viability = bacterial growth inhibition, counter-screen for AddAB inhibitors; E. coli V3065 growth, OD600 absorbance, 18 h; inhibition, % at 11.9 µM; 330,000 compounds, 0.27% hits; AID 449728;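 active means inhibition above the campaign's mean inhibition across all tested compounds plus 3 SD, cut at about 9.9% in these data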;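 further: uninfected addAB+ strain grown without phage in ampicillin broth; 0% = DMSO wells and 100% = ciprofloxacin 0.95 µg/ml wells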
Numbers without * were called inactive; i = inactive; x = not tested or not shown. These rows are one share of the data; the hit share may differ from the screen's.

SMILES	AddAB inh	PKA-R1A act	DSG3 Ab inh	phage Ecoli inh	HTR5A ag	OPRM1-OPRD1 inv	SUMO Mot1 rescue	PfHsp90 set2	HTR5A inv ctr	OPRM1-OPRD1 ag	Ecoli viability
CC(C)N1C(=O)CCC1C(=O)N1CCC2(CC1)OCCO2 (centres undefined)	1.4	10	103	3.9	-1	15	-4	-1	3	-2.9	1.2
Cc1cccc(-n2c(O)c(C=NCCCN3CCOCC3)c(=O)[nH]c2=O)c1C	2.5	-6	112	2.6	2	3	-3	-3	-6	-0.6	1.5
CCOC(=O)CNC(=O)CNC(=O)C(Cc1ccc(N(CCCl)CCCl)cc1)NC(C)=O (centres undefined)	-0.8	-5	102	0.6	-1	15	-16	-10	-12	-3.0	-1.4
CC(=O)c1ccc(OC(=O)N(C)c2ccccc2)cc1	1.8	-2	106	4.6	-4	5	8	-8	-2	-0.7	-2.2
COc1ccc(C(CC(=O)N2CCC3(CC2)OCCO3)NS(=O)(=O)c2ccc(C)cc2)cc1 (centres undefined)	3.0	-4	100	-0.1	4	10	171	-27	-7	-2.1	-1.1
CC1=C2C(=O)C3C(CC=C4CC(O)CCC43C)C2CCC12OC1CC(C)CNC1C2C (centres undefined)	x	-2	100	-1.5	3	13	-1	-10	-12	-2.9	x
O=C1C2CCCN2C(c2cccs2)N1c1ccccn1 (centres undefined)	0.1	-9	97	1.8	7	14	4	-5	-18	-2.3	0.6
C=CCNC(=O)c1c(N)n(Cc2ccco2)c2nc3ccccc3nc12	-0.1	-4	104	0.1	5	-13	158	-35	20	2.2	-1.1
Cc1ccc(/C=C2\C(=O)NC(=O)N(CCc3ccc(F)cc3)C2=O)s1	-2.6	-1	114	0.8	3	-4	0	x	-32	0.7	-0.7
Cc1cc(OCC(=O)N2CCC(C(=O)NCC(C)C)CC2)c2c3c(c(=O)oc2c1)CCCC3	-0.2	7	105	4.3	0	3	10	-17	12	-0.6	-1.7
C=CC1CN2CCC1CC2c1[nH]c2ccccc2c1CCO (centres undefined)	0.8	1	93	3.9	3	2	-1	11	-7	-0.4	-1.3
O=C(CNC(=O)c1ccc(Cl)cc1)Nc1ccc(Br)cc1C(=O)c1ccccc1	-1.3	-1	88	3.0	3	-85	15	9	-8	12	-1.4

By substructure: the entries above with a thiophene ring, fused or not
SMILES	AddAB inh	PKA-R1A act	DSG3 Ab inh	phage Ecoli inh	HTR5A ag	OPRM1-OPRD1 inv	SUMO Mot1 rescue	PfHsp90 set2	HTR5A inv ctr	OPRM1-OPRD1 ag	Ecoli viability
O=C1C2CCCN2C(c2cccs2)N1c1ccccn1 (centres undefined)	0.1	-9	97	1.8	7	14	4	-5	-18	-2.3	0.6
Cc1ccc(/C=C2\C(=O)NC(=O)N(CCc3ccc(F)cc3)C2=O)s1	-2.6	-1	114	0.8	3	-4	0	x	-32	0.7	-0.7

Following part:
SMILES	AddAB inh	PKA-R1A act	DSG3 Ab inh	phage Ecoli inh	HTR5A ag	OPRM1-OPRD1 inv	SUMO Mot1 rescue	PfHsp90 set2	HTR5A inv ctr	OPRM1-OPRD1 ag	Ecoli viability
CN(C)C(=O)Oc1ccc2oc(=O)cc(-c3cc4ccccc4o3)c2c1	2.1	-10	94	0.6	-1	3	-9	-18	3	-0.5	0.9
Cc1c(C(=O)N2CCC3(CC2)OCCO3)oc2ccccc12	0.1	-9	105	1.6	4	-11	0	19	-13	2.0	-1.3
Cc1ccccc1-n1c(-c2ccco2)nc2ccccc2c1=O	-0.9	-14	105	3.6	1	16	2	-13	24	-2.8	-1.0
Cc1cnc(NC(=O)CN2CCCCC2)s1	0.1	5	108	-0.2	2	8	116	-11	-5	-1.6	-3.2
Cc1cc(C(=O)N2CCC3(CC2)OCCO3)no1	4.9	12	101	0.2	1	20	-3	-18	-3	-3.9	1.0
COC(=O)c1ccc(CN2CCN(Cc3ccccc3)CC2)cc1	0.8	7	107	2.0	-1	15	15	28	5	-2.8	3.1
CC1(C)OC(c2ccccc2)=C/C(=C/C=C2C(=O)NC(=O)NC2=O)O1	5.0	3	99	3.0	-3	3	-4	6	9	-0.7	2.4
CCC(=O)OC(Cc1ccccc1)(c1ccccc1)C(C)CN(C)C (centres undefined)	x	5	108	3.5	0	8	x	35	0	-1.5	x
CN1C(=O)N(C)C(=O)C(CCc2ccncc2)(CCc2ccncc2)C1=O	3.9	-14	101	4.3	1	14	4	30	-3	-2.9	3.1
C=CCn1c(O)c(C(C)=NCCC(c2ccccc2)c2ccccc2)c(=O)[nH]c1=O	2.5	7	x	1.6	-1	-29	-21	0	-5	5.6	-1.7
COc1ccc(C(c2c(O)c3ccccc3oc2=O)c2c(C)n(C)n(-c3ccccc3)c2=O)cc1 (centres undefined)	1.3	2	107	2.8	2	7	144	-12	27	-1.3	1.8
CNc1cc(Cl)c2nonc2c1[N+](=O)[O-]	x	-10	103	8.1	-5	33*	x	8	16	-5.8	x
CN1CCc2cc3c(cc2[C@H]1[C@@H]1OC(=O)c2c1ccc1c2OCO1)OCO3	1.4	-7	105	3.2	-1	4	20	-4	4	-0.7	-1.9
Cc1csc(=N)n1Cc1ccccc1	2.1	1	96	3.4	-3	15	-1	7	12	-2.9	3.2
NS(=O)(=O)c1cccc(N2CCNCC2)c1	1.6	-2	100	2.9	-3	10	2	-3	9	-1.7	1.2
CCOC(=O)C1=C(N)Oc2ccccc2C12C(=O)N(CC(=O)OC)C(CC(=O)OC)=C2C(=O)OC (centres undefined)	0.2	-1	104	1.6	3	-22	65	-12	-32	3.9	-0.6
CCOc1ccc(CN2CCN(C(=O)Cc3ccccc3)CC2)cc1	0.2	4	103	-1.6	-2	-3	-9	3	8	0.6	0.5
Cc1cc(/C=C2\C(=O)NC(=O)N(Cc3ccco3)C2=O)c(C)n1-c1ccc(O)cc1	1.1	5	105	1.8	1	-14	-8	33	1	2.8	0.8
Cc1cc(=O)oc2cc(OCC(=O)N3C[C@H]4C[C@@H](C3)c3cccc(=O)n3C4)ccc12	3.5	2	104	2.0	0	5	29	9	-25	-0.9	-1.8
Cn1c(O)c(C=Nc2ccc3c(c2)CCC3)c(=O)n(C)c1=O	0.5	-3	104	1.4	-4	-4	18	-4	10	0.6	-0.4
CCCCCn1c(=O)c(C(=O)NCCc2ccccc2)c(O)c2ccccc21	6.1	-9	101	4.2	-1	-2	1	10	5	0.5	0.3
CCCC/C(=N\O)c1c[nH]c2ccccc12	1.4	-7	98	0.8	-4	-18	-17	9	10	2.9	-1.1
Cc1cccc(C2=NCC(=O)N(CC(=O)NCc3ccco3)c3sc4c(c32)CCCC4)c1	2.3	-4	101	-2.1	3	4	132	5	13	-0.7	-1.6
CCOC(=O)c1c(C)n(COCCO)c2ccc(O)cc12	1.8	3	91	1.2	2	-1	-23	x	-1	0.2	-2.5
Cc1nc2ccc(Cl)cc2c(=O)n1-c1ccc([N+](=O)[O-])cc1	2.7	-10	99	0.3	-2	14	3	7	9	-3.0	0.2
NS(=O)(=O)c1ccc(-c2ccc(C=C3C(=O)NC(=O)NC3=O)o2)cc1	1.3	-5	96	1.1	-1	1	-11	8	-16	-0.2	1.8
Cn1c(O)c(C=Nc2ccccc2-c2ccccc2)c(=O)n(C)c1=O	4.8	3	108	4.0	8	5	-18	14	-6	-0.9	-0.5
COC(=O)C1=C(c2ccc(S(C)(=O)=O)cc2)C[C@@H]2CC[C@H]1N2C(=O)NCC1CC1	2.6	-10	101	0.3	2	7	-5	-3	-5	-1.2	2.8
Fc1ccc(CCNCc2ccccc2Cl)cc1	3.2	6	84	1.8	-3	-28	-14	-50	8	4.5	-0.9
Cc1ccc(CN2C(=O)CN=C(c3ccccc3)c3ccccc32)cc1	3.2	-3	107	1.1	3	-5	-22	8	-8	0.9	-1.0
CC(C)Oc1ccc(C2(C#N)CC[N+](C)(C)CC2)cc1	1.5	-9	123	0.4	-1	11	670*	18	6	-2.0	3.1
COc1cccc(NC(=O)N2CCC3(CC2)OCCO3)c1	1.9	5	97	2.0	2	12	-18	-10	-12	-1.8	0.8
COc1ccc(CN2C(=O)NC(=O)/C(=C/c3ccc([N+](=O)[O-])s3)C2=O)cc1	0.7	-6	98	-0.4	-1	-37	-28	101*	3	7.2	1.3
O=C1NC(=O)N(C2CCCCC2)C(=O)C1C1c2ccccc2C(=O)N1Cc1ccccc1 (centres undefined)	2.9	-6	97	1.8	6	-2	12	x	-37	0.5	1.4
COC(=O)C1=C(c2ccc(F)cc2OCc2ccccc2)C[C@@H]2CC[C@H]1N2C(=O)NCc1ccc([N+](=O)[O-])cc1	3.2	-7	106	1.0	2	12	-1	-15	-9	-2.6	2.8
C=CCn1c(O)c(C(C)=NCc2cc(OC)cc(OC)c2)c(=O)[nH]c1=O	1.4	-9	x	0.8	2	10	177	-12	-3	-1.7	-1.4
O=c1c2ccccc2nc(/C=C/c2ccc(O)cc2)n1-c1ccc(O)cc1	-1.1	-6	112	2.8	-3	-12	2	-5	11	2.7	0.8
CCn1c(O)c(C=NCCN2CCOCC2)c(=O)n(CC)c1=S	1.4	-2	108	1.9	-3	0	9	8	-14	0.0	-0.8
CC(=O)N1CCN(CC(=O)Nc2ccc(C#N)c(Cl)c2)CC1	0.3	-1	98	1.9	4	9	31	45	-9	-1.6	1.9
COc1ccc(C=O)cc1	0.7	-1	108	x	3	17	13	3	-11	-3.1	-1.9
CC(C)n1nnnc1CN1CCN(C)CC1	3.6	4	105	2.8	1	6	-25	6	-2	-1.0	-0.4
O=C(Cc1ccccc1)N1CCN(Cc2c[nH]c3ccccc23)CC1	4.6	-11	x	3.1	2	-13	-3	-4	-21	2.5	0.3
COc1ccc(CC2C(=O)N(c3ccccc3)C(=O)N(c3ccccc3)C2=O)c(OC)c1	4.9	6	97	1.9	1	-6	509	-4	-17	1.1	0.8
COc1ccccc1OCC(=O)N1CCCC(N2CCN(c3ccc(F)cc3)CC2)C1 (centres undefined)	x	0	101	0.7	2	19	0	10	11	-3.5	x
Cc1ccccc1-c1nc2ccccc2c(=O)n1C	1.3	-1	109	2.1	5	5	0	-21	-14	-1.1	-0.6
O=C(c1cc2c(s1)CCCC2)N1CCC2(CC1)OCCO2	-1.0	-6	100	1.4	-4	4	1	14	-15	-0.7	0.1
C=CCn1c(O)c(C=NCCCn2ccnc2)c(=O)[nH]c1=O	2.1	5	x	1.9	1	15	26	-13	-1	-3.1	1.8
Cc1cccc([N+](=O)[O-])c1	i	i	97	i	2	8	56	-8	-10	-1.5	-1.8
Cc1cccc(-n2c(O)c(/C=N/N3CCOCC3)c(=O)[nH]c2=S)c1	2.9	1	120	2.9	-3	10	12	23	20	-1.9	-0.2
COc1ccc(OC)c(CNCCc2ccc(OC)c(OC)c2)c1	3.8	5	109	-1.0	-2	11	21	1	6	-2.4	1.9
CN(C)S(=O)(=O)c1cc(NC(=O)C[N+]23CCN(CC2)CC3)ccc1Cl	0.5	-12	103	3.5	2	6	-3	22	-8	-1.1	0.4
S=P(NC1CCCCC1)(N1CC1)N1CC1	-0.3	-9	103	-1.4	1	16	0	-10	-4	-3.3	2.3

Source: PubChem (several laboratories)
